# Screens from PubChem.
# Arr AP2 block: inhibitors of human beta-arrestin and AP2 interaction; FITC-arrestin peptide / GST-AP2 beads, flow cytometry; AP2 beta2 appendage carries R879A mutation; inhibition, % at 10 µM; 340,000 compounds, 0.31% hits; AID 504490;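 active = inhibition above a set limit, near 3 SD of compounds lacking own fluorescence, cut at about 54% in these data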;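 also: plate controls were DMSO wells for no effect and 5 µM unlabelled arrestin peptide for full effect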
#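 System: GST-AP2 R879A glutathione beads | Also added: FITC-arrestin peptide, 50 nM | Times: 12 min plus 1 h, RT | Signal: Bead flow cytometry, FITC channel | Buffer or medium: PBS with 0.05% Tween 20 and 0.1% BSA | Read-out basis: Percent drop in bead-associated FITC signal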
# MOR-DOR inv ag: mu-delta opioid heterodimer inverse agonism; inhibition, % at 9.3 µM; AID 504357; cell-based MOR-DOR heterodimer luminescence; 340,000 compounds, 0.21% hits; in the data active = inhibition above about 22%, passing the limit was not always enough;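 also: 0% = cells with DMSO and 100% = wells without cells with DMSO; values of inactives mirror those of a sister screen read the other way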
# Target sequence (P35372 whole entry, looked up): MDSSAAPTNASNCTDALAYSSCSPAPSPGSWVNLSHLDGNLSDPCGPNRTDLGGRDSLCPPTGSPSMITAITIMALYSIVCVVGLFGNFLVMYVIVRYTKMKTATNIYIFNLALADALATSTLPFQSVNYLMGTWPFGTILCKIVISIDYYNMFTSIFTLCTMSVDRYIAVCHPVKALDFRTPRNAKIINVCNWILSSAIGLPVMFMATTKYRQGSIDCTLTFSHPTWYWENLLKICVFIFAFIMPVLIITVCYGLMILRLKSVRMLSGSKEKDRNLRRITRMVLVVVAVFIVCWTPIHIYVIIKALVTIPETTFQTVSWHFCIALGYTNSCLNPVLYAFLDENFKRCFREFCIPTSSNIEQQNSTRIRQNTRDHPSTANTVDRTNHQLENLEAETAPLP
# Target sequence (P41143 whole entry, looked up): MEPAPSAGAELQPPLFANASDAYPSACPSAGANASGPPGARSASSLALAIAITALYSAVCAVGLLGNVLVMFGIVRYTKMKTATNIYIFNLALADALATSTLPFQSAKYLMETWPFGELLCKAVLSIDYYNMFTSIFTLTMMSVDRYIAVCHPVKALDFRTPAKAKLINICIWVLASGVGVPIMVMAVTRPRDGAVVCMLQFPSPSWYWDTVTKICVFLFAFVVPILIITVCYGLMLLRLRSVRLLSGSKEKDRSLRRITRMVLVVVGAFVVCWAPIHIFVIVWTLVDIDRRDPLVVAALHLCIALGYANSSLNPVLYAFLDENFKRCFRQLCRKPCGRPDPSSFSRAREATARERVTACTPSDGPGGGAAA
# RTF Ca sens act: increases calcium sensitivity of human cardiac regulated thin filaments; activation, % at 7.2 µM; 340,000 compounds, 0.24% hits; IANBD-labeled TnC RTF fluorescence at EC20 calcium; 0% EC20 calcium, 100% full calcium;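 active = activation above the mean over all tested compounds plus 3 SD, cut at about 30% in these data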;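 also: rise in fluorescence read as greater calcium sensitivity of cardiac thin filaments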
# MOR-DOR ag: agonists of human mu-delta opioid receptor heterodimerization. P35372+P41143. cells, OPRM1-OPRD1 heterodimerization, luminescence. activation, % at 9.3 µM. 340,000 compounds, 0.3% hits. AID 504326; in the data active = activation above about 18%;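 also: 0% = vehicle-treated cells and 100% = reference agonist; values of inactives mirror those of a sister screen read the other way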
# DSG3 Ab inh: human desmoglein-3 autoantibody binding inhibition. DSG3-coupled beads, scFv-anti-DSG3-GFP binding, flow cytometry; stronger effect = lower value. 310,000 compounds, 0.48% hits. P32926. binding (percent of control), % at 10 µM. AID 588358;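 active = binding more than 3 SD below its plate's average and above zero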;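 also: hits lower antibody fragment binding to DSG3; some compounds called inactive have numbers as strong as hits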
# Keap1-Nrf2 PPI: disrupts human Keap1 binding to Nrf2 peptide; Keap1 Kelch-Nrf2 peptide fluorescence polarization, 1536-well; Q14145; 340,000 compounds, 0.15% hits; inhibition, % at 9.4 µM; in the data active = inhibition above about 12%;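 also: human Keap1 Kelch domain with fluorescein labeled Nrf2 9mer peptide probe; 0% = neutral control wells and 100% = peptide positive control; higher means more block of Keap1 binding to Nrf2 peptide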
# V-ATPase pH: alters yeast V-ATPase proton transport. 350,000 compounds, 0.37% hits. S. cerevisiae, pHLuorin cytosolic pH fluorescence. AID 504577. response, % at 10 µM; in the data active = response mostly above about 7.3%, no sharp cut-off; inactive = mostly below about 5.4%; also: actives read high; inactives centre near 0; some compounds called inactive have numbers as strong as hits; reference of the scale not given here
# Wnt bcat act: Wnt/beta-catenin pathway activation | activation, % at 9.35 µM | AID 743398 | Wnt/beta-catenin reporter cell assay, activator, plate reader | 300,000 compounds, 1.2% hits; in the data active = activation above about 30%, passing the limit was not always enough;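 also: 0% = neutral control wells and 100% = positive control wells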
# Cardiac RTF inh: cardiac RTF calcium desensitization; IANBD-labeled cardiac RTF, Ca2+ fluorescence; 340,000 compounds, 0.12% hits; AID 493244; inhibition, % at 7.15 µM; P19429+P45379;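 active = inhibition above the mean inhibition of all tested compounds plus 3 SD, cut at about 17% in these data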;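 also: assay run at fixed EC70 calcium of 1.6 mM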
# C-LANA FP: KSHV C-LANA DNA binding inhibition. 340,000 compounds, 0.078% hits. MBP-C-LANA/FAM-LBS DNA binding, fluorescence polarization. AID 504423. inhibition, % at 9 µM;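 active = highest replicate inhibition at or above 60% at 9 µM, even if other replicates fall short; inactive = all replicates below 60% inhibition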;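 also: 0% = neutral control wells and 100% = 4 µM acridine orange control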
# * hit, by the source's call; . = no result given.
SMILES,Arr AP2 block,MOR-DOR inv ag,RTF Ca sens act,MOR-DOR ag,DSG3 Ab inh,Keap1-Nrf2 PPI,V-ATPase pH,Wnt bcat act,Cardiac RTF inh,C-LANA FP
Cc1nc2sccn2c1-c1csc(NCc2ccccc2)n1,9,7,-19,-1.2,117,1,2,.,5,-1.3
O=C(CN(CC1CCCO1)C(=O)CNS(=O)(=O)c1ccc(F)cc1)NCCc1ccccc1 (centres undefined),-7,-7,-4,0.9,101,3,-2,-1,-5,0.5
O=C(NCc1cccnc1)Nc1cccc(Cl)c1,-3,6,-1,-1.2,104,1,-2,10,-9,3.7
CCOC(=O)C1Nc2c(cc(C(F)(F)F)cc2[N+](=O)[O-])C2c3ccccc3CC12 (centres undefined),5,-2,-4,0.3,103,-3,-2,4,-11,-2.4
CCn1c(N2CCN(C(=O)/C=C/c3ccccc3)CC2)nc2ccccc21,18,7,-6,-1.1,85,3,-1,0,1,-0.8
Cc1ccc2nc(SC(C)C(=O)N3CCOCC3)[nH]c2c1 (centres undefined),-13,4,-1,-0.8,105,1,-4,13,8,0.6
COc1ccc2nc(C)[nH]c(=O)c2c1,8,1,12,-0.2,102,-1,-2,.,-16,-0.7
Cc1ccc(C)c(S(=O)(=O)N2CCN(C(=O)c3ccccc3Cc3ccccc3)CC2)c1,-1,16,-5,-3.0,101,-2,-2,-2,-1,-0.2
CNC(=O)c1c[nH]c2ccc(S(=O)(=O)Nc3ccccc3F)cc2c1=O,4,7,-3,-1.5,99,-1,1,-1,-6,3.1
COc1ccc([N+](=O)[O-])cc1NC(=O)c1ccc(CN(c2ccccc2)S(C)(=O)=O)cc1,-10,6,1,-1.0,102,-4,2,-6,-12,-0.5
O=C1C(=O)N(CC2COc3ccccc3O2)c2ccccc21 (centres undefined),7,35*,-5,-7.3,101,5,0,-1,-3,-1.4
NC1=C(Cl)C(=O)c2ccc(S(N)(=O)=O)cc2C1=O,4,-194,-6,39*,96,0,1,-6,-1,31
CC(=O)NCCNc1nc2c(-c3cccc(C(F)(F)F)c3)nnn2c2ccccc12,13,21,-5,-4.5,.,0,0,-1,-4,3.1
CCOC(=O)CN(C(=O)CSc1nnc(COc2ccc(OC)cc2)n1CC)c1ccccc1,38,12,-2,-2.3,94,-4,-2,-3,0,2.2
Cc1ccccc1C(=O)N1N=C(c2cccc(NS(C)(=O)=O)c2)CC1c1cccs1 (centres undefined),37,17,-7,-3.7,117,-1,0,0,-3,-2.5
CC[C@H](C)[C@@H](CN[C@H](CCCCNC)CNC)NCC1CCCC1,3,4,-2,-0.8,96,1,-5,2,0,3.4
COc1cc(/C=N\NC(=O)c2cccc(Cl)c2)ccc1Oc1ccc([N+](=O)[O-])cn1,37,-4,-1,0.8,.,3,0,1,-2,0.4
Cc1ccc(C)c(N2CCN(C3CCCCC3NS(=O)(=O)c3ccccc3)CC2)c1 (centres undefined),57*,-1,-10,0.1,.,-2,-6,.,-8,-0.2
N#C/C(=C/c1ccc(-c2ccccc2)o1)c1nc(-c2cccs2)cs1,0,7,93*,-1.4,197,-4,4,.,-43,3.0
Cc1c(C(=O)Nc2nccs2)oc2ccc(F)cc12,5,-5,-4,1.4,99,0,4,38*,3,0.2
Cc1ccc(S(=O)(=O)CC(=O)N2CCCCCC2)cc1,4,18,0,-3.3,105,2,2,1,8,0.5
COc1ccc(-c2nn(-c3ccccc3)cc2C(=O)O)cc1,-6,7,1,-1.4,97,2,0,-2,-5,-0.4
Cc1nc2cc(N3CCOCC3)c(NC(=O)C3CC3)cc2c(=O)n1Cc1ccccc1,2,20,2,-3.9,104,-1,3,.,6,-0.4
CC1CN(S(=O)(=O)c2cccc(C(=O)OCC(=O)Nc3ccc4c(c3)OCO4)c2)CC(C)O1 (centres undefined),0,6,2,-1.0,90,-1,-8,-2,6,-1.5
COCCN(C(=O)c1snc(C(N)=O)c1N)C(C(=O)NC1CCCCC1)c1ccc(F)cc1 (centres undefined),6,12,4,-2.4,113,2,-5,-1,-6,0.9

# Continued; the last 4 above are carried over.
SMILES,Arr AP2 block,MOR-DOR inv ag,RTF Ca sens act,MOR-DOR ag,DSG3 Ab inh,Keap1-Nrf2 PPI,V-ATPase pH,Wnt bcat act,Cardiac RTF inh,C-LANA FP
COc1ccc(-c2nn(-c3ccccc3)cc2C(=O)O)cc1,-6,7,1,-1.4,97,2,0,-2,-5,-0.4
Cc1nc2cc(N3CCOCC3)c(NC(=O)C3CC3)cc2c(=O)n1Cc1ccccc1,2,20,2,-3.9,104,-1,3,.,6,-0.4
CC1CN(S(=O)(=O)c2cccc(C(=O)OCC(=O)Nc3ccc4c(c3)OCO4)c2)CC(C)O1 (centres undefined),0,6,2,-1.0,90,-1,-8,-2,6,-1.5
COCCN(C(=O)c1snc(C(N)=O)c1N)C(C(=O)NC1CCCCC1)c1ccc(F)cc1 (centres undefined),6,12,4,-2.4,113,2,-5,-1,-6,0.9
CS(=O)(=O)N1CCN(c2ccc([N+](=O)[O-])c(NCc3cccnc3)c2)CC1,35,23,-6,-4.0,25*,-2,-2,-5,0,1.3
COc1ccc(/C=C/C(=O)OCC(=O)N(C)c2c(N)n(Cc3ccccc3)c(=O)[nH]c2=O)cc1OC,46,7,-9,-1.4,100,-3,0,3,-3,1.1
CC(C)CC(=O)N1CCN(Cc2ccc(Cl)cc2)CC1,24,9,-2,-1.7,107,0,-1,0,-8,-0.2
COc1ccc(C(=O)C2CN(c3ccccc3)CC2c2ccc(Cl)cc2)cc1 (centres undefined),2,-8,-5,1.8,112,-6,4,-2,-3,1.8
CCc1nnc(NC(=O)CSc2nnc(-c3ccccc3OC)n2-c2ccc(C)cc2)s1,-5,7,-1,-1.5,102,2,-1,.,-15,-0.3
O=C(CSc1ccc(-c2cccs2)nn1)Nc1ccccc1F,18,-12,2,2.5,117,-2,0,-1,-8,-1.4
Cc1ccc(NC(=O)C2CC(=O)N/C(=N/NC(=O)c3ccc(C)cc3)S2)cc1 (centres undefined),-1,-4,4,0.8,109,-3,-1,.,-4,0.9
COc1cccc(-c2nc(-c3ccccc3)no2)c1,11,-13,0,2.1,98,1,-1,1,-2,-0.2
COc1ccccc1C(=O)Nc1ccc(S(=O)(=O)N2CCCCC2)cc1,-15,3,0,-0.5,.,-3,0,-1,-14,2.4
Cc1ccc(-c2ccc(SCC(=O)Nc3ccc4c(c3)OCCO4)nn2)cc1,5,5,7,-1.0,101,1,0,23,3,0.2
CC[n+]1ccc(/C=C/c2c[nH]c3ccccc23)cc1,-1,-14,102*,2.8,203,-110,4,-6,-120,-22
COCCNC(=S)N(CCN(C)C)Cc1cc2cc3c(cc2[nH]c1=O)OCO3,1,13,-4,-2.7,116,1,0,-1,0,7.5
O=C(NCCc1ccccc1)C1CCN(C2CCN(C(=O)CC3=CCCCC3)CC2)CC1,36,-4,0,0.8,115,2,-2,-3,-3,-1.1
CCN1C(=O)[C@H]2[C@@H](c3ccc(C)cc3)N3C(=O)N(c4cccc(Br)c4)C(=O)[C@@]3(CC)[C@H]2C1=O,-11,1,2,-0.2,103,-5,2,-2,0,1.8
O=C(CNC(=O)c1cccnc1)N/N=C/c1ccc(O)cc1O,9,1,-5,-0.1,116,-3,-1,0,-5,1.8
CC(C)(C)NC(=O)NC(=O)CN1CCN(c2ncc(C(F)(F)F)cc2Cl)CC1,6,-46,9,8.8,99,-4,-3,-1,-9,-0.8
Cc1ccsc1C(=O)Nc1ccc(O)c(-c2nc3ccccc3s2)c1,-6,24,-2,-4.9,97,1,0,0,2,1.3
O=C(N/N=C/c1cccc(O)c1)N/N=C/c1cccc(O)c1,2,-23,10,5.2,110,-7,-4,4,-4,1.6
CCOc1ccc(CCNC(=O)CCc2nc(-c3ccc(C)cc3)no2)cc1OCC,4,9,-8,-2.2,98,3,3,5,-1,0.4
C(#CCN1CCOCC1)COC(c1ccccc1)c1ccccc1,-15,15,-2,-2.5,102,1,1,.,-5,-0.6
O=C(CCCN1C(=O)[C@H]2CC=CC[C@H]2C1=O)NCc1nc(-c2ccc(Cl)cc2)no1,-9,10,2,-1.9,102,-2,-2,-2,-4,-1.8
O=[N+]([O-])c1ncn(C23CC4CC(CC(C4)C2)C3)n1,3,-5,12,1.1,.,-8,-2,3,-5,-1.1
COc1ccc(-c2cc(C(=O)N3CCCCCC3)c3cc(C)ccc3n2)cc1,1,1,-6,-0.2,.,0,-8,1,-3,-1.2
N#CCc1ccc(OC(=O)c2cccnc2)cc1,10,7,9,-1.3,111,1,0,1,-5,-2.4
CCOc1ccc(OCC)c(NC(=O)CCCN2C(=S)NC(C)(C)CC2C)c1 (centres undefined),32,21,-5,-3.8,105,-2,-1,.,-10,0.6
SMILES,Arr AP2 block,MOR-DOR inv ag,RTF Ca sens act,MOR-DOR ag,DSG3 Ab inh,Keap1-Nrf2 PPI,V-ATPase pH,Wnt bcat act,Cardiac RTF inh,C-LANA FP
CC1Sc2ccc(S(=O)(=O)N3CCC(C(=O)Nc4cccc(Cl)c4)CC3)cc2NC1=O (centres undefined),23,2,5,-0.3,.,-31,5,1,-19,-2.9
O=C(/C=C/c1ccc([N+](=O)[O-])cc1)c1ccco1,-3,4,1,-0.9,93,-3,2,3,-6,0.8
C=CCN1C(c2ccc(OCC)cc2)=CS/C1=C(\C#N)c1nnc2n1CCCCC2,3,9,-6,-1.6,102,-2,1,.,0,2.8
Cn1c(C(=O)N2CCC(C(=O)NCc3ccccc3)CC2)cc2sccc21,1,13,-2,-2.5,104,2,1,0,-4,-1.2
CCOc1ccccc1C(=O)NC(C(=O)NCc1ccccc1OC)C(C)C (centres undefined),-13,0,7,0.0,106,-2,5,-1,-4,0.4
CCOC(=O)c1ccc(OCc2nc(-c3cccs3)no2)cc1,-11,-15,-2,2.7,101,2,1,.,-9,1.8
C=CCNC(=O)c1cccc2c1C(=O)c1ccc(N3CCOCC3)cc1S2(=O)=O,7,-2,-2,0.5,103,-3,-5,-1,-11,11
N=C1SCC(=O)N1c1nc(-c2ccccc2)cs1,-9,6,-8,-1.0,116,3,-3,.,-6,0.3
CCN(Cc1ccccc1)C(=O)c1ccc(N(C)S(=O)(=O)c2ccc(C)cc2)cc1,8,7,0,-1.3,111,-5,-4,-8,-7,0.7
O=C(O)CC(NS(=O)(=O)c1cccc2nsnc12)c1ccc(F)cc1 (centres undefined),2,4,2,-0.7,106,1,3,.,-24,-2.9
Cc1csc(NC(=O)c2cccc(S(=O)(=O)N3CCN(C)CC3)c2)n1,31,5,-5,-0.9,105,3,1,0,-2,-1.3
CCOC(=O)c1sc(=S)n(C)c1NC(=O)c1ccc(C(C)(C)C)cc1,16,-7,-2,1.4,99,-2,0,-4,-4,-0.2
O=C(/C=C/c1cn(CC(O)CN2CCCCCC2)c2ccccc12)c1cccs1 (centres undefined),8,-53,19,7.9,119,-17,-2,-1,-25,1.5
CCOc1ccc(C(=O)OCC(=O)Nc2ccc3c(c2)OCCO3)cc1OC,6,1,1,-0.4,.,-8,0,30,-4,1.0

# Rows were taken by chance. About 3.1% of those tested had a hit in this group.
